# Bioassay records (PubChem BioAssay)
# CHO-K1 Ca PAM = counter-screen for M1 PAMs: effect in parental CHO-K1 cells; activation, % at 3 µM; ATP EC20, Fluo-8 calcium fluorescence; 0% at ATP EC20, 100% at ATP max; AID 602247; 0.02% of 360,000 active;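 active = activation above the run cutoff, the mean activation of all test compounds plus 3 SD, cut at about 40% in these data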;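 note: peak over basal fluorescence ratio in a 140 s read after ATP addition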
# M5 ag = CHRM5 agonism in calcium assay | P08912 | CHO-K1 hM5 cells, Fluo-8 calcium fluorescence; 0% DMSO wells, 100% maximal acetylcholine response | activation, % at 3 µM | 0.19% of 360,000 active | AID 624037;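 active = activation above the run's mean over test compounds plus 3 SD, cut at about 23% in these data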;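 note: signal is peak over basal fluorescence ratio across the kinetic read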
# Target sequence (P08912 whole entry, looked up): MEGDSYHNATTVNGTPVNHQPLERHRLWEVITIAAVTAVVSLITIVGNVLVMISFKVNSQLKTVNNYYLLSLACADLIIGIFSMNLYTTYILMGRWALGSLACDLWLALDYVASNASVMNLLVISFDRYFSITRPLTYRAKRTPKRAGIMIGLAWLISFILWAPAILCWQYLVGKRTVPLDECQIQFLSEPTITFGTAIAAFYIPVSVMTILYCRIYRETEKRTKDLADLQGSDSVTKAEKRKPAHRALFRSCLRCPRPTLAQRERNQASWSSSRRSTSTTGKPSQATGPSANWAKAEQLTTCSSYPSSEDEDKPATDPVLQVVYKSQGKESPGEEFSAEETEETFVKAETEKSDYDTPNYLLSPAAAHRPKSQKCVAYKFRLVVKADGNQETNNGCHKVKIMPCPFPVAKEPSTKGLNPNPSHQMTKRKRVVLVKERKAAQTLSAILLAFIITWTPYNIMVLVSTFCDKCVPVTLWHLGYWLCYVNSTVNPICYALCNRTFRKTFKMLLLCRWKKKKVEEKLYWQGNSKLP
# CHRM5 PAM = positive allosteric modulators of human muscarinic M5 receptor; activation, % at 3 µM; AID 624038; 0.3% of 360,000 active; CHO-K1 hM5, Fluo-8 calcium, ACh EC20 PAM; 0% = ACh EC20, 100% = ACh EC100;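 active = activation above the run cutoff, the mean activation of all test compounds plus 3 SD, cut at about 18% in these data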
#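 Replicates: One well per compound, no replicates | System: Human M5 receptor in CHO-K1 cells | Benchmarks: Low control EC20 acetylcholine (0%), high control EC100 acetylcholine (100%) | Probe or stimulus: Acetylcholine, EC20 level | Times: Fluo-8 loading 80 min at 37 °C plus 30 min room temperature | Signal: Intracellular calcium via Fluo-8 fluorescence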
# TAAR1 agonist = human TAAR1 agonism; 0.99% of 360,000 active; CHO RD-HGA16 TAAR1, Fluo-8 calcium fluorescence; vehicle wells 0%, saturating PEA agonist 100%; activation, % at 3 µM;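 active = activation above the mean activation of all test compounds in the run plus 3 SD, cut at about 38% in these data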
# Target sequence (Q96RJ0 whole entry, looked up): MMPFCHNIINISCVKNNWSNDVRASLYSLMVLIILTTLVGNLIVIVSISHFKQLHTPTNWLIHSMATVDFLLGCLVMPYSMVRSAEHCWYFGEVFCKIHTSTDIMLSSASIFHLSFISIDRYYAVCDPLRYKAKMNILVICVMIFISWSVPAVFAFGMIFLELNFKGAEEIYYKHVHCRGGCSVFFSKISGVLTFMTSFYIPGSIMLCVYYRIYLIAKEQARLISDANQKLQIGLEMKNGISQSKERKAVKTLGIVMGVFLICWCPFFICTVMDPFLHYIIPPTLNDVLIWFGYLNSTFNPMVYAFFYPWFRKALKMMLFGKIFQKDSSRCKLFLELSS
#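 Benchmarks: low control DMSO, high control PEA (EC100); System: CHO RD-HGA16 cells carrying human TAAR1 plus Gα16; Detection: Fluo-8 fluorescence, 5 s baseline then 140 s kinetic read; Schedule: 17-24 h plating, Fluo-8 75 min 37 °C, 30 min RT; Read-out basis: % activation from peak over basal fluorescence ratio, DMSO-to-PEA scaled.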
# TAAR1 antag = human TAAR1 antagonism; inhibition, % at 3 µM; CHO RD-HGA16 TAAR1, Fluo-8 calcium fluorescence, antagonist; 1.5% of 360,000 active; Q96RJ0;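 active = inhibition above a per-plate cutoff, the mean inhibition of test compounds on that plate plus 3 SD, cut at about 49% in these data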;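 note: 0% = DMSO plus EC80 beta-PEA response and 100% = DMSO alone without agonist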
#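 test system = CHO RD-HGA16 cells bearing hTAAR1 | replication = singlicate | controls = DMSO-only wells and EC80 β-PEA-stimulated wells | reagent = EC80 β-phenethylamine stimulus | read-out basis = percent inhibition of PEA-evoked calcium signal, max/basal emission ratio | schedule = seeding 17-24 h prior, 75-min 37 °C, 30-min RT dye loading | signal = kinetic Fluo-8 calcium fluorescence measurement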
# CHRM4 PAM = positive allosteric modulators of human muscarinic M4 receptor; activation, % at 3 µM; P08173; CHO-K1 hM4/Gqi5, Fluo-8 calcium fluorescence, ACh EC20; 0% = ACh EC20, 100% = maximal ACh; 0.4% of 360,000 active;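 active = activation above its plate's cutoff, the mean activation of sample wells plus 3 SD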; note: some results filed as inactive read as strong as hits
# CRFR2-BP antag = CRF-BP/CRF-R2 complex antagonism; inhibition, % at 11.8 µM; HEK293 CRF-R2/CRF-BP, CRF-induced calcium fluorescence; 0.59% of 350,000 active;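 active = inhibition of the ligand-induced calcium signal above about 50% at the single tested concentration, limit read from the data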
# CRFR2-BP ag = agonists of human CRF-binding protein/CRF-R2 receptor complex; activation, % at 13.2 µM; 0.46% of 350,000 active; HEK293 CRF-R2/CRF-BP, calcium dye fluorescence (FLIPR); percent of saturating CRF peptide response;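 active = activation of at least 50%, plus an integration ratio under a set limit after plate pattern correction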;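 note: plate controls were neutral control wells without compound for no effect and CRF at EC100 for full effect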
# CHRM5 antagonist = CHRM5 antagonism in calcium assay; inhibition, % at 3 µM; P08912; CHO-hM5 cells, Fluo-8 calcium fluorescence, ACh EC80; 0.59% of 360,000 active;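 active = inhibition above a per-plate cutoff, the mean of that plate's test compounds plus 3 SD, cut at about 27% in these data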;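 note: 0% = acetylcholine EC80 with DMSO and 100% = DMSO without agonist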
# An asterisk follows results filed as active; . = not tested or not shown; & = joins results of further samples.
# A first look (two entries):
molecule	CHO-K1 Ca PAM	M5 ag	CHRM5 PAM	TAAR1 agonist	TAAR1 antag	CHRM4 PAM	CRFR2-BP antag	CRFR2-BP ag	CHRM5 antagonist
O=C(CN1CCN(S(=O)(=O)c2ccc(Br)cc2)CC1)N/N=C/c1cccnc1	16	-3	-4	3	-4	-4	-4	2.5	4
CCC(=O)N1CCN=C1SCc1cc(C)ccc1C	-2	-4	-4	0	-31	7	-5	-1.9	6

# This part in full (from the top)
molecule	CHO-K1 Ca PAM	M5 ag	CHRM5 PAM	TAAR1 agonist	TAAR1 antag	CHRM4 PAM	CRFR2-BP antag	CRFR2-BP ag	CHRM5 antagonist
O=C(CN1CCN(S(=O)(=O)c2ccc(Br)cc2)CC1)N/N=C/c1cccnc1	16	-3	-4	3	-4	-4	-4	2.5	4
CCC(=O)N1CCN=C1SCc1cc(C)ccc1C	-2	-4	-4	0	-31	7	-5	-1.9	6
S=c1[nH]nc(COc2cccc3ccccc23)n1Cc1ccccc1	12	-4	-2	0	-18	15	-8	-2.1	-1
CC(C)c1cccc(-c2ccc3c(c2)S(=O)(=O)c2cccc(C(=O)NCc4ccco4)c2C3=O)c1	11	1	-5	12	52*	1	-3	-0.5	-2
O=C(CO/N=C/c1ccc(Cl)cc1Cl)NNC(=O)c1cccc(Cl)c1	-7	-1	9	0	-14	8	16	-1.5	4
CCOC(=O)c1ccccc1NC(=O)c1cc(S(=O)(=O)N2CCOCC2)ccc1F	2	-1	0	12	11	-1	-22	1.4	10
CC(=O)c1cccc(NC(=O)CCn2c(=S)oc3ccccc32)c1	-10	-3	-2	1	8	-2	13	-1.3	11
O=C(Nc1nc2ccsc2c(=O)s1)c1ccc(F)cc1	18	-4	0	1	-7	2	-6	0.5	6
Cc1cc(-c2ccc(C(C)C)c(S(=O)(=O)NCc3ccco3)c2)on1	7	-8	0	-1	-32	2	10	-0.8	2
CCOC(=O)c1c(C)n(C)c2ccc(O)c(CN(CC)CC)c12	13	-2	3	-1	-23	-3	13	-0.8	0
O=C(NCc1ccc2c(c1)OCO2)C1CCCN(S(=O)(=O)c2cccs2)C1 (stereo unspecified)	23	0	-1	1	-7	-1	1	-1.3	2
Cc1ccc(S(=O)(=O)N2CCC(C(=O)N[C@H](C(=O)N3CCN(C)CC3)C(C)C)CC2)cc1	8	-1	7	1	20	2	-3	-1.9	0
CCOC(=O)c1sc(NC(=O)Cc2ccc(C)cc2)nc1C	-8	-3	-5	6	-8	0	-18	-2.1	8
C#CCn1c(=NC(=O)c2ccc(S(=O)(=O)N3CCc4ccccc4C3)cc2)sc2cc(S(N)(=O)=O)ccc21	19	2	0	.	.	3	-12	5.6	-8
Cc1ocnc1C(=O)Nc1ccc(Cl)cc1	10	1	5	4	8	6	-6	0.1	-4
O=C(CSc1ccc2c(c1)OCCO2)NCC1CCCO1 (stereo unspecified)	26	-1	6	3	3	20	-4	-0.8	-8
CCOc1ccc2nc(Nc3nc(CSc4nnnn4-c4ccccc4)cc(=O)[nH]3)nc(C)c2c1	0	1	-5	13	8	-7	9	0.5	3
O=C(CN1C(=O)NC2(CCCC2)C1=O)NCCN1C(=O)S/C(=C\c2ccccc2F)C1=O	-19	-1	-9	4	18	-4	0	-0.2	3
c1ccc2[nH]c(-c3ccnc4ccccc34)nc2c1	-2&16	1&3	-16&-12	10&16	33&22	-9&-24	10&7	0.1&-0.7	8&8
O=C(Cn1ccc2ccccc2c1=O)Nc1ccc2c(c1)OCO2	4	0	6	8	-7	-2	3	-2.8	-9
O=C(CO/N=C/c1ccccc1O)NNC(=O)c1ccccc1Cl	14	-3	-3	9	2	8	2	1.0	0
COc1ccc(Cl)c2sc(N3CCN(C(=O)C4=COCCO4)CC3)nc12	9	0	7	6	8	19	1	-0.5	4
COc1ccc(C(=O)NCCCCc2ccccc2)cc1	10	-2	-5	1	-5	-4	20	-1.0	3
COc1ccc(NC(=O)c2cccc(OC(=S)N3CCOCC3)c2)cc1	5	9	14	0	-9	-10	-3	-2.1	8
O=C(CN1CCCC1)N/N=C/c1ccc(-c2cccc(Cl)c2)o1	10	-3	5	-2	-11	8	-50	3.6	-2
Cc1cccc(NC(=O)c2cnn3ccccc23)c1C	-1	-2	-1	0	-8	-7	-13	-2.3	8
CCOc1ccccc1O[C@H](c1ccccc1)[C@H]1CNCCO1	9	3	-18	1	-14	-10	11	-1.5	18
CNC(C)C#Cc1ccc2oc3cc(C)c(C)cc3c(=O)c2c1 (stereo unspecified)	12	4	2	14	-1	1	0	-1.9	5
CCN(C(=O)C1=COCCO1)c1nc2c(C)cccc2s1	8	0	-5	-1	-44	-3	5	-1.2	7
O=C(NCc1ccc2c(c1)OCO2)c1cccc(S(=O)(=O)N2CCCCC2)c1	-10	0	1	.	.	3	5	-2.7	-5
Cc1ccc(-c2csc(NC(=O)CN3CCOCC3)n2)cc1	12	0	13	0	-8	7	1	0.1	-1
O=C(c1ccc(Br)c([N+](=O)[O-])c1)N1CCN(Cc2ccccc2)CC1	7	-8	0	1	-21	-3	-2	2.7	-12
O=C(CSc1nnc(COc2ccccc2)n1Cc1ccco1)c1ccc(F)cc1	9	0	-3	9	29	2	-3	5.5	-1
COc1ccc(/C=C(\C#N)C(=O)Nc2cc(S(=O)(=O)N3CCOCC3)ccc2N2CCCC2)cc1	23	-1	-4	1	10	4	-40	-0.2	9
COc1ccc(NC(=O)c2ccc(NC3CC(=O)N(c4ccc(C)cc4C)C3=O)cc2)cc1 (stereo unspecified)	2	9	1	3	-21	3	2	-1.2	2
Cc1cc(C)c[n+](-c2[nH]c(=O)sc2/C=N/N=C(\N)[S-])c1	15	3	8	5	3	-3	-11	0.9	3
Cc1cc(=O)oc2c3c(cc(OCC(=O)NCc4ccco4)c12)OC(C)(C)CC3	-2	-1	-16	0	57*	-7	19	-3.3	3
CCCCN(CCCC)S(=O)(=O)c1ccc(NC(=O)c2ccc([N+](=O)[O-])cc2Cl)cc1	8	-3	-13	5	34	-12	3	0.0	18
CCOC(CNC(=O)Cc1c(C)nc2c(-c3ccccc3)c(C)nn2c1C)OCC	7	1	-5	-2	-9	-2	5	-0.4	4
O=C(CN1CCCCCC1)NCCc1ccc(F)cc1	18	-5	-2	6	-14	2	4	1.1	8
COc1ccc(Br)cc1C(=O)Nc1ccccc1-c1ccccc1	13	-3	1	-1	0	2	-28	2.9	-4
Cc1ccccc1C(=O)NC1CCN(Cc2nnnn2Cc2ccc(F)cc2)CC1	-2	-3	-6	9	-4	-2	2	-0.5	6
Cc1cc2nnc(SCC(=O)N3CCCCC3)n2c(N)n1	8	1	8	8	12	-1	-10	-0.8	6
Cn1c(SCC(=O)Nc2ccc(NC(=O)c3cccc(F)c3)cc2)nnc1-c1ccncc1	3	-1	5	-3	11	4	11	-2.3	0
COc1ccccc1N(CC(=O)N1CCc2ccccc2C1)S(C)(=O)=O	16	-2	1	10	-7	-1	-4	-1.6	7
N#Cc1ccsc1NC(=O)c1ccc(Cl)c([N+](=O)[O-])c1	-10	10	-25	6	-3	-11	72*	67*	20
COc1ccc(CCN2C(=O)CN(Cc3ccccc3)CC2=O)cc1OC	22	-3	-4	8	0	-5	7	1.4	2
COC(=O)COc1ccc(-c2ccc(F)cc2)cc1C=O	-13	-1	-9	3	0	-6	3	1.2	13
CCC(=O)N1CCCc2ccccc21	1	-2	0	11	-2	3	-4	-0.6	7
CC(C)(C)OC(=O)N1CCC[C@H]1C(=O)NCc1ccc(Cl)cc1Cl	14	-2	6	1	-5	-1	14	1.1	-6
CC12CCC(C/C1=N/NC(=O)COc1ccccc1Cl)C2(C)C (stereo unspecified)	11	1	6	4	7	2	2	-0.5	3
C=CCn1c(SCc2ccccc2C#N)nnc1-c1ccccc1O	12	1	-4	4	-8	-9	8	-0.2	0
O=C(NCCC(=O)N1CCN(S(=O)(=O)c2ccccc2F)CC1)Nc1ccccc1	15	1	-1	0	13	16	-1	-0.2	5
COCCn1c(SCC(=O)NCCc2ccc(OC)c(OC)c2)nc2c([nH]c3ccccc32)c1=O	8	-1	1	2	1	10	-9	1.0	-10
Cn1c(CCNC(=O)c2ccc(F)cc2)nc2ccccc21	4	-2	0	10	19	-9	-11	-4.8	0
O=C(Nc1ccccc1)NC1CCCCNC1=O (stereo unspecified)	5	4	11	4	2	0	12	-2.0	-6
Cc1ccc(NS(=O)(=O)c2cccs2)c(C)c1	-11	-6	-5	-4	-21	1	11	-4.0	10
Cc1cc(C)cc(NC(=O)CSc2nc(=O)n(CCN3CCOCC3)c3c2CCCC3)c1	-10	2	6	-1	6	6	-1	-0.6	-2
C#Cc1cccc(Nc2nc(NCc3ccccc3OC)nc3ccsc23)c1	-3	3	-17	5	52*	-10	.	.	36*
CSc1ccc(CCNC(=O)c2cc(C)nn2-c2ccccc2)cc1	15	-1	1	1	-15	-4	1	1.1	3

# The results go on:
molecule	CHO-K1 Ca PAM	M5 ag	CHRM5 PAM	TAAR1 agonist	TAAR1 antag	CHRM4 PAM	CRFR2-BP antag	CRFR2-BP ag	CHRM5 antagonist
Cc1cc(N(CC(=O)O)S(C)(=O)=O)ccc1Br	11	0	1	-4	-4	4	2	-0.2	1
CC(C)(C)c1cc(-c2ccccc2)no1	13	-1	-2	18	-5	-2	-6	0.3	8
COc1cc(/C=C/C(=O)NCCn2c(C)cc3ccccc32)cc(OC)c1OC	23	3	-7	4	-5	1	13	-5.5	1
Cc1cc(Br)cc(Cl)c1OCC(=O)NC(=O)NCc1ccccc1	23	-3	5	0	-8	2	-5	-1.9	-2
CC1(C(=O)NC2CCCCCCC2)CCC(=O)N1Cc1cccnc1 (stereo unspecified)	24	2	1	4	-11	3	-3	0.2	0
O=C(Cc1ccc2c(c1)OCCO2)N1CCN(S(=O)(=O)c2ccccc2C(F)(F)F)CC1	20	-1	-4	1	9	-11	9	-1.3	1
Cn1c(=O)[nH]c(=O)c2c1nc(SCCO)n2CCCc1ccccc1	-2	3	-1	7	1	2	-11	-0.1	4
N#CC1(NC(=O)COc2ccccc2[N+](=O)[O-])CCCCC1	-8	-10	-5	1	-22	-6	-10	1.1	3
Cc1ccccc1N1CC(C(=O)Nc2ccc(S(=O)(=O)NCC3CCCO3)cc2)CC1=O (stereo unspecified)	-11	-2	0	0	-14	3	5	-0.6	13
CN1c2ccccc2N(C)C1(C)c1cccc2ccccc12	8	-2	-6	2	-16	0	14	8.0	-1
Cc1cccc(OCC(=O)Nc2cc(C)on2)c1	-1	1	2	-3	-6	3	4	-2.1	-8
CC(CCOC1=NS(=O)(=O)c2ccccc21)NC(=O)C(=O)Nc1ccccc1 (stereo unspecified)	11	5	-1	5	-2	2	-7	-1.8	5
